MEX-5 binding = MEX-5 zinc finger RNA-binding disruptors – biochemical, C. elegans, fluorescence polarization, MLPCN library, primary screen; Zinc finger protein mex-5 (Caenorhabditis elegans), Q9XUB2; MEX-5/FITC-TCR2 RNA binding; active compounds read low; activity score (negative = inhibition of binding), % at 10 µM; hit rate 0.38% among 300,000;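 active means inhibition past about -25% in most replicates, and total fluorescence under double the plate's negative control median, limit read from the data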;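 further: 0% = DMSO and -100% = 5 µM competing unlabeled TCR2 RNA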
GRK2 inh = compounds blocking aptamer binding on GRK2 – biochemical, human GRK2, bead flow cytometry, HTS, primary screen. FAM-aptamer displacement from GRK2. Beta-adrenergic receptor kinase 1 (Homo sapiens), P25098. AID 488847, 2010. inhibition of aptamer binding, % at 10 µM. hit rate 0.59% among 330,000;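 active means inhibition of aptamer binding above 40%, roughly 3 SD of noise, on plates passing a quality check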;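 further: median bead fluorescence of bound FAM aptamer so fluorescent compounds give negative values; no value below 0 was filed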
PME-1 primary = PME-1 inhibitors via competitive probe labeling, primary screen, biochemical, fluorescence polarization, FP-Rh probe, HTS; Protein phosphatase methylesterase 1 (Homo sapiens), Q9Y570; recombinant PME-1; inhibition, % at 5.9 µM; hit rate 0.53% among 320,000; AID 2130, 2009;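 active means inhibition above the campaign mean of all compounds plus 3 SD, cut at about 26% in these data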;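 further: competitive labeling of PME-1 active site by serine hydrolase directed probe; 0% = PME-1 with DMSO and 100% = wells lacking PME-1 enzyme; inhibitors block probe labeling so polarization falls and inhibition rises; many of its hits are not listed in these tables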
Fam108B inh = mouse Fam108B serine hydrolase inhibitors, primary screen, counter-screen for RBBP9 inhibitor project, biochemical, fluorescence polarization | recombinant Fam108B, FP-Rh probe fluorescence polarization | inhibition, % at 9.51 µM | hit rate 0.33% among 300,000 | AID 1947, 2009;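 active means inhibition above the screen mean inhibition plus 3 SD, computed separately per campaign, cut at about 18% in these data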;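 further: inhibitors lower polarization as less probe binds the enzyme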
MCL1 BIM primary = inhibitors of MCL1 binding to BIM-BH3, primary screen, biochemical, fluorescence polarization. hit rate 0.68% among 320,000. inhibition, % at 10.9 µM. GST-MCL1 / FITC-Bim-BH3 fluorescence polarization. Induced myeloid leukemia cell differentiation protein Mcl-1 (Homo sapiens), Q07820;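 active means inhibition above the mean inhibition of all tested compounds plus 3 SD, set per campaign, cut at about 40% in these data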;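 further: 0% = DMSO wells and 100% = unlabeled Bim-BH3 peptide control; higher means more loss of mP so more displacement of Bim peptide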
Bcl-xL primary = inhibitors of human Bcl-xL, primary screen, biochemical, fluorescence polarization, HTS; hit rate 0.7% among 320,000; inhibition, % at 10.9 µM; AID 2129, 2009; GST-Bcl-xL / FITC-Bim BH3 peptide fluorescence polarization;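 active means inhibition above the mean of all tested compounds plus 3 SD, cutoff set per campaign, cut at about 30% in these data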;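 further: 0% = DMSO wells and 100% = unlabeled Bim-BH3 peptide competitor; inhibitors lower millipolarization by displacing the labeled peptide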
Target sequence (Q07817 whole entry, looked up): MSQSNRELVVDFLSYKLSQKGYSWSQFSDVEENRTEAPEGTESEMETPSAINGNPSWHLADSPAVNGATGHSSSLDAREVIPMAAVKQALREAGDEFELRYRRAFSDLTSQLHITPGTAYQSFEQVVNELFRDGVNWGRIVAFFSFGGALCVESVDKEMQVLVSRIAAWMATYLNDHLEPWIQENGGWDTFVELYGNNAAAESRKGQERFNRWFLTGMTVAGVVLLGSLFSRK
VLA-4 inh = inhibition in human VLA-4 binding assay, primary screen, VLA-4 allosteric modulator project, MLPCN library, flow cytometry, VLA-4 expressing cells. inhibition, % (about 7 µM as worked out from the volumes in the protocol). AID 2557, 2010. hit rate 0.2% among 330,000. Integrin alpha-4 (Homo sapiens), P13612. ligand binding flow cytometry; in the data active means inhibition above about 50%
GLD-1 TGE inh = GLD-1/TGE RNA complex disruptors, primary screen, biochemical, fluorescence polarization; inhibition, % at 5.96 µM; Female germline-specific tumor suppressor gld-1 (Caenorhabditis elegans), Q17339; hit rate 0.44% among 320,000; purified GLD-1 + fluorescein TGE RNA;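 active means percent inhibition above a per-plate cutoff, the plate mean of test compounds plus 3 SD, cut at about 30% in these data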;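 further: 0% = DMSO wells with GLD-1 and probe and 100% = wells lacking GLD-1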
Target sequence (Q17339 whole entry, looked up): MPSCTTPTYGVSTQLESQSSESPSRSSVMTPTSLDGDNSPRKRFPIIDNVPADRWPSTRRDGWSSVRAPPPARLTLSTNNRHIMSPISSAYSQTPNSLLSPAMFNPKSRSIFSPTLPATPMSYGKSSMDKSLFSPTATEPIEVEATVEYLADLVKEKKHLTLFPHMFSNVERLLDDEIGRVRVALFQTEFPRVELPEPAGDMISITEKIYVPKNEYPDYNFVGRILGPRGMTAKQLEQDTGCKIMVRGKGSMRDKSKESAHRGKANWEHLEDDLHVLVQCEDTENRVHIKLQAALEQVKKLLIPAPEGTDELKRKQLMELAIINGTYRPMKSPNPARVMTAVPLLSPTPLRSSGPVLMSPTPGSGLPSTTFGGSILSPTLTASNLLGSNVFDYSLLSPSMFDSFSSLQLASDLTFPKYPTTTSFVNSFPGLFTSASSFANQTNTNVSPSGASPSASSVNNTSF
Efflux pump inh = inhibitors of Candida efflux pumps in yeast, primary screen, S. cerevisiae, Nile Red, multiplex; AID 485275, 2010; S. cerevisiae Candida pump triplex; inhibition, % at 10 µM; hit rate 0.44% among 330,000;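 active means plate passing quality check with inhibition over a set limit, or well fluorescence over plate mean plus 4 SD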;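 further: Nile Red retained in pooled yeast measured as flow cytometry median fluorescence; 0% = buffer negative control and 100% = Enniatin B positive control; higher means more Nile Red kept so more efflux inhibition; some compounds called inactive have numbers as strong as hits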
* = called active by the depositor; x = not tested or not shown.

Every second line gives: GRK2 inh	Bcl-xL primary	PME-1 primary	GLD-1 TGE inh	MCL1 BIM primary	Fam108B inh	Efflux pump inh	MEX-5 binding	VLA-4 inh
O=C(Nc1ccc(Cl)cc1)NC1CCCCC1
 : 0.0	2.9	-4.4	-2.0	-7.6	0.2	-0.1	1.5	23.7
CCOC(=O)c1c(C)n(C)c2ccc(OCCN(C)C)cc12
 : 0.0	1.8	4.3	1.5	4.4	-2.1	0.0	-3.3	9.2
CC1CCC(NC(=O)C2c3ccccc3C(=O)N2Cc2cccs2)CC1 (stereo not drawn)
 : 4.0	12.3	6.1	-5.4	6.8	6.1	-0.1	-1.0	4.5
N=C1C(c2nc(-c3ccc(Br)cc3)cs2)=C(O)CN1NC(=O)c1ccc([N+](=O)[O-])cc1
 : 0.0	5.4	7.5	-0.8	5.8	5.6	-0.1	-1.5	3.3
CCCc1nc2nc(C)c(NS(=O)(=O)c3ccc(C4CCCCC4)cc3)c(=O)n2[nH]1
 : 1.0	6.2	1.4	4.3	12.5	-3.5	-0.5	-1.1	-4.4
CC1(C)C[C@H]2C3=CCC4[C@@]5(C)CC[C@H](O)C(C)(C)C5CC[C@@]4(C)[C@]3(C)[C@@H](O)[C@@H](O)[C@@]2(CO)[C@@H](O)[C@@H]1O (stereo partly drawn)
 : 11.0	x	x	-0.5	x	x	-0.1	x	-1.1
Cc1cc(C)c(S(=O)(=O)N2CCOC2CNC(=O)C(=O)NCCc2c[nH]c3ccccc23)c(C)c1 (stereo not drawn)
 : 6.0	4.2	5.5	5.5	7.8	2.7	0.1	-0.1	4.0
CC1(C)C([N+](=O)[O-])C(c2ccc(Cl)cc2)NC(c2ccc(Cl)cc2)C1[N+](=O)[O-] (stereo not drawn)
 : 0.0	3.0	-8.0	4.1	14.6	-9.7	0.3	0.4	13.0
COC(=O)c1ccc(CN2CCN(CC=C(C)C)C(CCO)C2)cc1 (stereo not drawn)
 : 0.0	4.7	1.0	7.3	3.6	2.7	-0.2	-0.2	14.8
Cc1ccc(S(=O)(=O)N2CCC[C@H]2C(=O)Nc2ccc(F)cc2C)cc1
 : 3.0	x	x	0.6	x	x	0.3	x	7.3
CCC(C)N(C(=O)c1csnn1)C(C(=O)NC1CCCC1)c1c(F)cccc1Cl (stereo not drawn)
 : 0.0	-0.5	3.3	7.8	0.0	-3.2	0.0	1.2	-8.2
COC(=O)c1ccc(CN2C(=O)NC(c3ccccc3)(c3ccccc3)C2=O)o1
 : 2.0	3.5	0.1	0.9	1.8	0.2	-0.1	0.1	-25.2
CCC(=O)NC(=S)NNC(=O)c1ccc(NC(=O)c2ccccc2)cc1
 : 2.0	7.6	-6.7	0.5	3.7	-0.8	-0.2	0.7	13.8
COC(=O)c1cc2c(s1)-c1ccccc1CC2
 : 0.0	6.1	0.6	8.0	6.9	-1.9	0.0	1.4	12.2
OC1C2CN3CCN(C2)CC1(Cc1ccccc1)C3 (stereo not drawn)
 : 0.0	2.9	-2.1	-5.0	-3.3	-8.1	0.1	0.7	-3.5
CN1CCN(c2cc(C(F)(F)F)nc(-c3ccccn3)n2)CC1
 : 0.0	4.1	0.0	-1.5	-3.8	-1.8	0.1	-0.4	9.6
O=C(CCC1CCCN(C(=O)c2ccc3[nH]ccc3c2)C1)N1CCN(c2ccccn2)CC1 (stereo not drawn)
 : 0.0	8.0	6.3	-2.3	-3.0	3.4	-0.1	-1.8	-9.7
O=C(NNS(=O)(=O)c1ccc(F)cc1)c1ccc(O)cc1
 : 2.0	6.2	-1.4	12.0	5.8	0.8	0.1	0.4	5.4
CC(C)(C)NC(=O)NC(=O)CN1c2cccc3cccc(c23)S1(=O)=O
 : 0.0	3.2	-7.5	-1.4	-2.4	-1.2	-0.1	-0.2	-3.3
OCCN(Cc1ccccc1)Cc1ccccc1Cl
 : 4.0	-2.2	-1.6	3.0	-8.9	0.2	-0.1	-0.7	6.0
COc1ccc(C(=O)N/C(=C\c2ccc([N+](=O)[O-])cc2)C(=O)NC(CCSC)C(=O)O)cc1 (stereo not drawn)
 : 1.0	-11.7	12.0	-14.6	-22.8	8.5	0.0	0.0	-4.4
O=C(c1ccc(CNS(=O)(=O)c2cccc(C(F)(F)F)c2)cc1)N1CCOCC1
 : 0.0	2.2	2.0	4.1	5.4	-1.1	-0.1	1.8	4.0
Cc1cc2cc(CNC(=O)c3cccc([N+](=O)[O-])c3)ccc2n1C
 : 0.0	5.5	3.4	10.1	5.5	4.7	0.0	-1.5	4.4
CC(C)(C)c1ccc(-c2nnc(SCC(=O)NC3CCS(=O)(=O)C3)n2N)cc1 (stereo not drawn)
 : 3.0	-20.5	0.9	3.0	-20.5	-0.1	-0.3	-1.6	5.1
CCCOC(=O)C1=C(C)NC2=C(C(=O)CCC2)C1c1cccs1 (stereo not drawn)
 : 0.0	-4.4	10.3	4.6	-2.9	0.2	0.3	2.5	27.0
CC(C)(C)c1ccc(OCC(O)CN2CCCC2)cc1 (stereo not drawn)
 : 0.0	1.5	3.1	3.9	5.4	-0.1	-0.1	-0.8	3.0
Cc1nc2ncnn2c(C)c1CCC(=O)NCCc1ccccc1
 : 1.0	8.9	-4.4	3.1	3.9	-1.0	0.1	-0.4	18.6
O=C(CCS(=O)(=O)c1cc(Br)cc2c1N(C(=O)C1CC1)CC2)NCC1CCCO1 (stereo not drawn)
 : 2.0	10.5	-0.3	-0.6	5.0	3.4	0.0	1.2	-9.3
CCNc1nc(N)nc(Oc2ccc(OCC)nn2)n1
 : 0.0	3.5	0.5	0.2	7.2	0.2	0.0	0.0	7.5
N#Cc1c(Nc2ccc(F)cc2)sc(C(=O)c2ccc(F)cc2)c1N
 : 4.0	4.6	6.8	-2.5	-1.7	5.2	-0.1	2.5	19.1
COc1ccc(NC(=O)C2CCN(C(=O)c3ccccc3)CC2)cc1OC
 : 0.0	4.9	1.3	-0.1	6.9	2.9	0.0	-0.7	4.3
NC(=O)c1cc(-c2ccccc2)nc(Oc2ccccc2)n1
 : 0.0	5.0	-1.8	11.3	10.2	2.0	-0.1	-3.7	-3.5
Cc1ccc(-n2ncc3c(NCc4ccccc4)ncnc32)cc1
 : 1.0	3.4	1.7	-3.7	-5.8	0.2	-0.2	3.3	-10.0
Cc1ccc(CNC(=O)CCNC(=O)c2ccc(Br)o2)cc1
 : 3.0	-3.7	3.7	0.7	4.1	-0.3	0.1	-0.4	9.3
O=C(CCN1C(=O)C2CCCCC2C1=O)NNC(=O)c1cccc(Cl)c1 (stereo not drawn)
 : 0.0	1.7	-4.0	-1.8	-6.9	-2.0	0.5	-1.0	2.8
CC(=O)Nc1cccc(NC(=O)CSc2nc(=O)n(CCN3CCOCC3)c3c2CCC3)c1
 : 3.0	2.6	-2.0	-9.4	1.2	2.8	0.1	-1.8	-1.4
Cc1cc(C(C)(C)C)oc1C(=O)N(CC(=O)NC1CCCC1)Cc1ccc(Cl)cc1
 : 1.0	7.0	-2.7	6.2	6.9	8.4	0.0	-1.0	-8.4
O=C(NCc1ccc2c(c1)OCO2)c1nn(-c2ccccc2)c(=O)c2ccccc12
 : 1.0	1.6	-9.9	-6.8	-5.9	-3.5	0.3	3.3	0.7
O=C(Nc1ccc(N2CCN(C(=O)c3ccccc3)CC2)cc1)c1cc2ccccc2o1
 : 0.0	-6.7	4.0	-0.3	-14.3	4.3	0.2	x	4.6
O=C(CSc1nc(-c2ccc(F)cc2)cs1)N1CCOCC1
 : 0.0	1.5	2.3	0.0	-4.5	1.8	0.0	4.3	3.3
O=C(Nc1ccccc1)C1CC(=O)N(C2CCCCC2)C1 (stereo not drawn)
 : 0.0	4.0	-1.6	6.1	-0.7	-2.8	0.0	-0.9	0.2
C/C(=C\C=C\c1ccccc1)C(=O)c1c(C)cc(C)[nH]c1=O
 : 20.0	3.6	3.8	5.5	4.1	-1.4	0.8	0.8	-18.4
Cc1ccn2cc(-c3cccc([N+](=O)[O-])c3)nc2c1
 : 0.0	4.6	6.8	-1.9	3.3	10.1	0.0	x	-8.9
O=c1c2c3c(sc2nc(NCCOCCO)n1Cc1ccco1)CCCCC3
 : 0.0	0.9	8.1	5.0	5.9	1.4	0.0	-0.4	22.9
CCCNC(=O)NC(=O)CSc1nnc(-c2c[nH]c3ccccc23)o1
 : 0.0	-1.4	-8.5	-3.8	5.5	-6.2	-0.3	1.3	11.2
C=CCN(c1ccc(Cl)cc1)S(=O)(=O)c1cccc(C(=O)OCC(=O)N(C)C)c1
 : 0.0	5.8	8.2	-5.1	2.5	2.6	-0.1	2.3	-3.2
Cc1c(C(=O)O)cc(C(C)(C)C)n1CCSCCO
 : 1.0	4.0	4.0	0.8	4.6	-0.2	0.0	-2.7	6.1

Full records as entered above. Screens in order: GRK2 inh, Bcl-xL primary, PME-1 primary, GLD-1 TGE inh, MCL1 BIM primary, Fam108B inh, Efflux pump inh, MEX-5 binding, VLA-4 inh
Entry for `O=C(CSc1nc(-c2ccc(F)cc2)cs1)N1CCOCC1` → 0.0, 1.5, 2.3, 0.0, -4.5, 1.8, 0.0, 4.3, 3.3
Entry for `CCC(=O)NC(=S)NNC(=O)c1ccc(NC(=O)c2ccccc2)cc1` → 2.0, 7.6, -6.7, 0.5, 3.7, -0.8, -0.2, 0.7, 13.8
Entry for `O=C(Nc1ccccc1)C1CC(=O)N(C2CCCCC2)C1` (stereo not drawn) → 0.0, 4.0, -1.6, 6.1, -0.7, -2.8, 0.0, -0.9, 0.2
Entry for `CCNc1nc(N)nc(Oc2ccc(OCC)nn2)n1` → 0.0, 3.5, 0.5, 0.2, 7.2, 0.2, 0.0, 0.0, 7.5

Assay outcomes: PubChem, several laboratories

The list is partial; the hit share may differ from the screen's.
